Pin1 inhibitor: inhibitors of human Pin1; Q13526; Pin1 FP peptide displacement, HiFluor488, 10 min; Potency, µM (doses to about 115 µM), for inactives: at the top dose activity, negative = inhibition, most hits filed as inhibitors; 390,000 compounds, 0.009% hits; AID 504891; active = well fitted inhibition curve with a large enough effect in the polarisation, with a control signal flat, not every such curve was filed as active; inconclusive = small, poorly fitted or top-dose-only effect, or effect the other way, or a change in a side signal; inactive = no such curve, though single readings can be large or run the other way; the % refers to the polarisation; also: potency is read from the fitted curve at half-maximal effect; % is scaled to controls: 0 for no effect and ±100 for the full control effect
Target sequence (Q13526 whole entry, looked up): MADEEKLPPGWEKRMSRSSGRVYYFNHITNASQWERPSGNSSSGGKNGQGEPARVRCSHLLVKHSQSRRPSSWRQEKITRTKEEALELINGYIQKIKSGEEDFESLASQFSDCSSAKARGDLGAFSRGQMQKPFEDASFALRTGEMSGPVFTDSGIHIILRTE
POLH inh: blocks human DNA polymerase eta activity; Q9Y253; recombinant Pol eta, fluorescent DNA replication assay; Potency, µM (series often up to 114 µM), for the others: at the highest dose activity change, negative = inhibition, actives largely listed as inhibitors; 390,000 compounds, 1.2% hits; also: potency is read from the fitted curve at half-maximal effect; % is scaled to controls: 0 for no effect and ±100 for the full control effect
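Pol eta (10 nM) was preincubated with compounds for 15 min at room temperature, after which fluorescent replication substrate (50 nM final) was added to start the reaction. Fluorescence was read kinetically at 0 and 10 min.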
G9a block: G9a (human) methyltransferase inhibition; Q96KQ7; G9a H3K9 monomethylation, AlphaScreen, 2 h; Potency, µM (top dose mostly 102 µM), for the others: top-dose activity, negative = inhibition, most hits filed as inhibitors; 350,000 compounds, 8.8% hits; AID 504332; also: potency is read from the fitted curve at half-maximal effect; % is scaled to controls: 0 for no effect and ±100 for the full control effect; nearly all actives have a fitted effect of over 75% in size
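Chemiluminescent proximity detection of H3K9 monomethylation, read after 10 min bead incubation in the dark. Reaction: 20 nM G9a, 500 nM biotin-H3K9 peptide, 20 uM SAM cofactor, 2 h, room temperature, following 15 min enzyme-compound preincubation.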
Tb PGK inh: inhibitors of T. brucei phosphoglycerate kinase. AID 602233. Potency, µM (series often up to 57.5 µM), for the others: at the top dose activity change, negative = inhibition, actives largely listed as inhibitors. P07378. 380,000 compounds, 0.043% hits. PGK/GAPDH coupled, Kinase-Glo luminescence, 60 min; also: potency is read from the fitted curve at half-maximal effect; % is scaled to controls: 0 for no effect and ±100 for the full control effect; nearly all actives have a fitted effect of over 60% in size
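Luminescent ATP detection (Kinase-Glo Plus) follows a 60-minute room-temperature incubation, with wells lacking PGK as controls. Buffer: 100 mM TEA (pH 7.6), 5 mM MgCl2, 0.01% Tween-20. Coupling enzyme GAPDH (100 nM final) supplies unstable 1,3-BPG in-well.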
HP1b binding inh: inhibitors of HP1-beta chromodomain binding to methylated histone tails | Potency, µM (doses to about 114 µM), for the others: at the highest dose activity change, negative = inhibition, hits mostly inhibitors | P83916 | AID 540317 | 390,000 compounds, 0.56% hits | AlphaScreen HP1-beta / biotin-H3K9me3 peptide binding; also: potency is read from the fitted curve at half-maximal effect; nearly all actives have a fitted effect of over 70% in size; inactives centre near 23
Target sequence (P83916 whole entry, looked up): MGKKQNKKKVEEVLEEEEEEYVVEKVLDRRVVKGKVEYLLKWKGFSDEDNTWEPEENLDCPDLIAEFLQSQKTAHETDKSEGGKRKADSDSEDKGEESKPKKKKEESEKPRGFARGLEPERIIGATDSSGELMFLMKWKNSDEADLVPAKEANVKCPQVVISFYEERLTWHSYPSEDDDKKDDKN
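Compound inhibition of the preformed complex between 50 nM HP1-beta and 50 nM biotinylated H3K9me3 peptide was read by AlphaScreen. Buffer was PBS pH 7.4 with 0.01% Tween-20. Incubations ran 30 min at room temperature, with 10 ug/mL donor/acceptor beads.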
GLS inhibitor: blocks human kidney-isoform glutaminase activity; GLS enzymatic activity, qHTS titration; 410,000 compounds, 0.21% hits; AID 624170; Potency, µM (top dose mostly 45.5 µM), for the others: at the top dose activity change, negative = inhibition, hits mostly inhibitors; also: potency is read from the fitted curve at half-maximal effect; % is scaled to controls: 0 for no effect and ±100 for the full control effect
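Enzyme dispensed in phosphate buffer (45 mM, pH 8.2, 0.02% Tween-20), compounds pinned in, then 1 mM L-glutamine solution and the glutamate oxidase–HRP–Amplex Red mix added; fluorescence read immediately and again after 30 min at room temperature.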
PI4K2A block: blocks human PI4K2A kinase activity. purified PI4K2A, ADP-Glo luminescence, 1 h; active compounds read low. activity change, negative = inhibition, % at 76.9 µM. 420,000 compounds, 0.13% hits; in the data active = activity change below about -50%; inconclusive = mostly about -30% to -49%;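 also: -100% = wells without enzyme as full effect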
Target sequence (Q9BTU6 whole entry, looked up): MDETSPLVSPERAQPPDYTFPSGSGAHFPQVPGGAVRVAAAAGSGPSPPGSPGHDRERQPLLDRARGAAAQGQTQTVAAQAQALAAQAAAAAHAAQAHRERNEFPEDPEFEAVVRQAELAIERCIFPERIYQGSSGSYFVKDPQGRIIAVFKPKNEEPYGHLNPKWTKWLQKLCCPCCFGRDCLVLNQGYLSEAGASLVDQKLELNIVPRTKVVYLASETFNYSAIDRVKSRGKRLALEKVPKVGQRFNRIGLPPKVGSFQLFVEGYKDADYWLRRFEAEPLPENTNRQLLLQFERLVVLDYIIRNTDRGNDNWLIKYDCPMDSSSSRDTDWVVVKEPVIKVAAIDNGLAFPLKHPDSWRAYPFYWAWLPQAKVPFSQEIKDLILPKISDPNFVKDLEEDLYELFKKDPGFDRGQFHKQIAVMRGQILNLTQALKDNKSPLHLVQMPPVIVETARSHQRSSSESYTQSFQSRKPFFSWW
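Compounds are screened against recombinant PI4K2A using PI as substrate and ATP, the latter dispensed at 300 microM. Reactions run one hour at ambient temperature before ADP-Glo detection; full inhibition defined by wells lacking enzyme.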
JMJD2A Tudor inh: inhibitors of human JMJD2A Tudor domain | O75164 | Potency, µM (top dose mostly 114 µM), for inactives: top-dose activity change, negative = inhibition, most hits filed as inhibitors | 390,000 compounds, 4.4% hits | AlphaScreen JMJD2A-Tudor / H3K4me3 peptide binding | AID 504339; also: potency is read from the fitted curve at half-maximal effect; % is scaled to controls: 0 for no effect and ±100 for the full control effect; nearly all actives have a fitted effect of over 50% in size
BAZ2B block: blocks human BAZ2B; AlphaScreen BAZ2B-H3K14Ac peptide displacement; Q9UIF8; AID 504333; Potency, µM (titrated, usually from 114 µM), for the others: at the top dose activity change, negative = inhibition, most hits filed as inhibitors; 360,000 compounds, 4.4% hits; also: potency is read from the fitted curve at half-maximal effect; % is scaled to controls: 0 for no effect and ±100 for the full control effect; nearly all actives have a fitted effect of over 60% in size
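Compounds, titrated to a top concentration of 110 uM, were incubated 30 min at room temperature with preformed BAZ2B/acetyl-K14 H3 peptide complex (50 nM each). Proximity signal was measured by AlphaScreen after 20 min with beads.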
* hit, by the source's call; & = joins results of further samples; [ ] = another dose, or the depositor's remark. Unless noted, calls follow the shape of the dose curve; as a rule, active = well fitted curve in the direction sought with a large enough effect; inconclusive = small, poorly fitted or top-dose-only effect, or another doubt; inactive = no such curve, though single readings can be large; an effect the other way counts as inactive or inconclusive.

What do the screens show for `CC1=[N+](CC(=O)NC(C)(C)C)CCc2ccccc21`?
Pin1 inhibitor: inconclusive; POLH inh: -17%; G9a block: 24%[59 µM]; Tb PGK inh: inactive; HP1b binding inh: 28%; GLS inhibitor: 11%; PI4K2A block: 0; JMJD2A Tudor inh: -19%; BAZ2B block: 4%

How did COc1ccc2nc(NC(=O)CCn3cccc3)sc2c1 do in these assays?
Pin1 inhibitor: 6%; POLH inh: -11%; G9a block: -28%; Tb PGK inh: -2%; HP1b binding inh: 14%; GLS inhibitor: 0%; PI4K2A block: -5; JMJD2A Tudor inh: -16%; BAZ2B block: -36%

What do the screens show for `Cn1c(=O)c2[nH]c(CSCc3ccccc3)nc2n(C)c1=O`?
Pin1 inhibitor: inconclusive; POLH inh: -5%; Tb PGK inh: inactive; HP1b binding inh: 19%; GLS inhibitor: 1%; PI4K2A block: -3; JMJD2A Tudor inh: -9%

What do the screens show for `COc1ccc(/C=N/n2cnn(Cc3ccccc3Cl)c2=S)cc1`?
Pin1 inhibitor: 4%; POLH inh: -5%; G9a block: 28µM*; Tb PGK inh: -7%; HP1b binding inh: inconclusive; GLS inhibitor: -9%; PI4K2A block: -4; JMJD2A Tudor inh: -4%; BAZ2B block: -34%

How did Cc1cccc(NC(=O)Cn2nnc(C(=O)NCc3cccs3)c2N)c1 do in these assays?
Pin1 inhibitor: 9%; POLH inh: -10%; G9a block: 8%[59 µM]; Tb PGK inh: -2%; HP1b binding inh: 15%; GLS inhibitor: 13%; PI4K2A block: 4; JMJD2A Tudor inh: inconclusive

What do the screens show for `Cc1cc(C)cc(C(=O)OCC(=O)Nc2ncccn2)c1`?
Pin1 inhibitor: 0%; POLH inh: inconclusive; G9a block: 8%[12.7 µM]; Tb PGK inh: -15%; HP1b binding inh: 11%; GLS inhibitor: -23%; PI4K2A block: 0; JMJD2A Tudor inh: -27%; BAZ2B block: -8%

What do the screens show for `CCNC(=O)CC1C(=O)N(c2ccc(F)cc2)C(=O)N1Cc1ccccn1` (stereo not given)?
Pin1 inhibitor: -2%; POLH inh: -6%; Tb PGK inh: -1%; HP1b binding inh: -6%; GLS inhibitor: -2%; PI4K2A block: 4; JMJD2A Tudor inh: inconclusive; BAZ2B block: -4%

Results for COCCn1c(=S)[nH]c2cc(C(=O)N(CCO)Cc3ccccc3)ccc2c1=O ?
Pin1 inhibitor: 6%; POLH inh: -22%; G9a block: 5%; Tb PGK inh: -3%; HP1b binding inh: 52%[activator]; GLS inhibitor: -4%; PI4K2A block: 8; JMJD2A Tudor inh: -4%; BAZ2B block: -2%

How did O=S1(=O)N=C(N(CCO)/N=C/c2ccncc2)c2ccccc21 do in these assays?
Pin1 inhibitor: 2%; POLH inh: -11%; G9a block: inconclusive; Tb PGK inh: -10%; HP1b binding inh: -7%; GLS inhibitor: 26%; PI4K2A block: 4; JMJD2A Tudor inh: -19%; BAZ2B block: -30%

What do the screens show for `O=Cc1ccc(OCc2cn(CC(=O)c3ccc(O)cc3)nn2)cc1`?
Pin1 inhibitor: 3%; POLH inh: -5%; Tb PGK inh: 4%; HP1b binding inh: 29%; GLS inhibitor: 1%; PI4K2A block: -4; JMJD2A Tudor inh: -16%

Results for Cc1cc(C(=O)CSc2nnc(CCC(N)=O)n2C)c(C)n1C1CC1 ?
Pin1 inhibitor: -2%; POLH inh: -7%; G9a block: 50µM*; Tb PGK inh: inactive; HP1b binding inh: 9%; GLS inhibitor: -2%; PI4K2A block: -9; JMJD2A Tudor inh: -19%; BAZ2B block: -7%

What do the screens show for `O=C(O)/C=C/C(=O)Nc1cccc(C(F)(F)F)c1`?
Pin1 inhibitor: 0%; POLH inh: -9%; G9a block: inconclusive; Tb PGK inh: -1%; HP1b binding inh: 34%[activator]; GLS inhibitor: 32%[activator]; PI4K2A block: -18; JMJD2A Tudor inh: -21%; BAZ2B block: -7%

What do the screens show for `CCOc1ccc(N2C(=O)CC(SCc3nc4ccccc4[nH]3)C2=O)cc1` (stereo not given)?
Pin1 inhibitor: -4%; POLH inh: -8%; Tb PGK inh: -10%; HP1b binding inh: 30%; GLS inhibitor: 0%; PI4K2A block: -5; JMJD2A Tudor inh: -4%; BAZ2B block: -3%

How did CC(C)(C)OC(=O)N1CCC(c2c(C(=O)NCc3ccccn3)cnn2-c2ccccc2Cl)CC1 do in these assays?
Pin1 inhibitor: 3%; POLH inh: 2%; G9a block: 4%[59 µM]; Tb PGK inh: inactive; HP1b binding inh: 24%; GLS inhibitor: inconclusive; PI4K2A block: 3; JMJD2A Tudor inh: -16%; BAZ2B block: 1%[57.1 µM]

How did CCOc1ccc(NC(=O)c2cccc3c(=O)c4c([nH]c23)CCCC4)cc1 do in these assays?
Pin1 inhibitor: -3%; POLH inh: 2%; G9a block: -8%[59 µM]; Tb PGK inh: inactive; HP1b binding inh: 3%; GLS inhibitor: -12%; PI4K2A block: 1; JMJD2A Tudor inh: -17%; BAZ2B block: -2%

What do the screens show for `O=C(NCc1ccccc1)C1CCCN(C(=O)c2ccc(F)cc2)C1` (stereo not given)?
Pin1 inhibitor: -2%; POLH inh: -11%; G9a block: inconclusive; Tb PGK inh: inactive; HP1b binding inh: 19%; GLS inhibitor: -5%; PI4K2A block: 3; JMJD2A Tudor inh: -18%; BAZ2B block: -3%

What do the screens show for `O=C(OCC(=O)N1CCc2ccccc2C1)c1ccc(F)cc1Cl`?
Pin1 inhibitor: 0%; POLH inh: 2%; Tb PGK inh: -1%; HP1b binding inh: 29%; GLS inhibitor: -2%; PI4K2A block: 1; JMJD2A Tudor inh: 6%

Results for O=C1/C(=C\c2ccsc2)NC(=S)N1c1ccccc1 ?
Pin1 inhibitor: 3%; POLH inh: 5%; G9a block: 50µM*; Tb PGK inh: -2%; HP1b binding inh: 15%; GLS inhibitor: 17%; PI4K2A block: -7; JMJD2A Tudor inh: -34%

What do the screens show for `CCOC(=O)c1c(C)[nH]c(C)c1S(=O)(=O)N1CCCC(C(=O)N2CCN(c3cccc(C)c3C)CC2)C1` (stereo not given)?
Pin1 inhibitor: 1%; POLH inh: -9%; G9a block: -16%[59 µM]; Tb PGK inh: 7%; HP1b binding inh: -14%; GLS inhibitor: 9%; PI4K2A block: 1; JMJD2A Tudor inh: inconclusive; BAZ2B block: inconclusive

How did Cc1noc(C)c1COc1ccc(C(=O)N2CCN(S(=O)(=O)c3cccc(F)c3)CC2)cc1 do in these assays?
Pin1 inhibitor: 1%; POLH inh: -23%; Tb PGK inh: -2%; HP1b binding inh: 7%[57 µM]; GLS inhibitor: 3%; PI4K2A block: 0; JMJD2A Tudor inh: -1%

What do the screens show for `CN(CCCn1ccc(NC(=O)OCc2ccccc2)nc1=O)CCc1ccccn1`?
POLH inh: -6%; Tb PGK inh: 0%; GLS inhibitor: 8%; PI4K2A block: -25

Results for CCCOc1ccc(C(=O)NC(=S)NNC(=O)c2c(-c3ccccc3)noc2C)cc1 ?
Pin1 inhibitor: -2%; POLH inh: -25%; Tb PGK inh: -5%; HP1b binding inh: -5%; GLS inhibitor: 19%; PI4K2A block: 3; JMJD2A Tudor inh: inconclusive; BAZ2B block: -3%

Results for O=C(CN1CCc2ccccc2C1)Nc1cccc(S(=O)(=O)N2CCCC2)c1 ?
Pin1 inhibitor: -1%; POLH inh: -25%; G9a block: 4µM*; Tb PGK inh: -9%; HP1b binding inh: inconclusive; GLS inhibitor: -18%; PI4K2A block: -2; JMJD2A Tudor inh: inconclusive

How did CCC1=C(c2ccc(C)cc2)S(=O)(=O)N=C1N1CCC(C(=O)NCCc2cccc(OC)c2)CC1 do in these assays?
Pin1 inhibitor: 1%; POLH inh: -4%; G9a block: 6%[59 µM]; Tb PGK inh: inactive; HP1b binding inh: 6%; GLS inhibitor: -2%; PI4K2A block: 0; JMJD2A Tudor inh: -29%; BAZ2B block: -3%

Results for Cc1cc(O)c(C(C)C)cc1NC(=O)Nc1cccc2ccccc12 ?
Pin1 inhibitor: -6%; POLH inh: -2%; Tb PGK inh: -7%; HP1b binding inh: 18%; GLS inhibitor: -2%; PI4K2A block: -1; JMJD2A Tudor inh: -8%; BAZ2B block: -4%

What do the screens show for `CC(=O)SC1CC2=CC(=O)CCC2(C)C2CCC3(C)C(CCC34CCC(=O)O4)C12` (stereo not given)?
Pin1 inhibitor: 1%; POLH inh: -20%; G9a block: 8%[59 µM]; Tb PGK inh: -6%; HP1b binding inh: 11%; GLS inhibitor: -9%&-1%; PI4K2A block: 3; JMJD2A Tudor inh: -1%; BAZ2B block: -12%

What do the screens show for `COc1cc(C(=S)N2CCCC2)cc(Cl)c1O`?
Pin1 inhibitor: -5%; POLH inh: 6%; G9a block: -49%[12.7 µM]; Tb PGK inh: -5%; HP1b binding inh: -13%; GLS inhibitor: 28%; PI4K2A block: 3; JMJD2A Tudor inh: -24%; BAZ2B block: 13%

What do the screens show for `O=C(Nc1nc(-c2ccc(F)cc2)cs1)c1ccc(N2C(=O)CCC2=O)cc1`?
Pin1 inhibitor: 1%; POLH inh: -4%; G9a block: inconclusive; Tb PGK inh: -4%; HP1b binding inh: 42%[activator]; GLS inhibitor: -7%; PI4K2A block: -1; JMJD2A Tudor inh: -9%; BAZ2B block: 4%

A portion of the library (hit frequency here may not be typical).
